Bioassay records deposited in PubChem BioAssay by National Center for Advancing Translational Sciences (NCATS).
RGS12 GoLoco inh – qHTS Assay for Inhibitors of RGS12 GoLoco Motif Activity (Red Fluorophore). Gai1:RGS12 GoLoco peptide FP, rhodamine, 10 min. Guanine nucleotide-binding protein G(i) subunit alpha-1 (Homo sapiens), P63096. 230,000 tested, 0.44% active. Potency, µM (doses to about 61.6 µM), for inactives: top-dose activity, negative = inhibition, most hits filed as inhibitors; active = well fitted inhibition curve with a large enough effect, not every such curve was filed as active; inactive = no such curve, though single readings can be large or run the other way; also: % is scaled to controls: 0 for no effect and ±100 for the full control effect; nearly all actives have a fitted effect of over 30% in size; many of its hits are not listed in these tables
Target sequence (P63096 whole entry, looked up): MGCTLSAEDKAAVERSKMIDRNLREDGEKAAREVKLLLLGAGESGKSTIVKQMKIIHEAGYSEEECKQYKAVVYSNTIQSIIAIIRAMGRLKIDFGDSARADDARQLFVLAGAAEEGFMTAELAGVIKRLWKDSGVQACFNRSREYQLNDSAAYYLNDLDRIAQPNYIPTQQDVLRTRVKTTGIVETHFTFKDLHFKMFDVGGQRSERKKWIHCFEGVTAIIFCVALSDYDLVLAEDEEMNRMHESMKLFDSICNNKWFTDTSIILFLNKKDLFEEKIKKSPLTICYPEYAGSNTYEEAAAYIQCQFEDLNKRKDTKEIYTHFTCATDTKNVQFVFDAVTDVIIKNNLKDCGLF
RECQ1 inh – qHTS Assay for Inhibitors of RecQ-Like Dna Helicase 1 (RECQ1); 240,000 tested, 0.54% active; AID 2549, 2010; Potency, µM (top dose mostly 57.3 µM), for inactives: at the top dose activity, negative = inhibition, usual class: inhibitors; RECQ1 DNA unwinding, red fluorescence kinetic read; ATP-dependent DNA helicase Q1 (Homo sapiens), P46063;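 also: plate controls were vehicle for no effect and no enzyme for full effect; nearly all actives have a fitted effect of over 30% in size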
Target sequence (P46063 whole entry, looked up): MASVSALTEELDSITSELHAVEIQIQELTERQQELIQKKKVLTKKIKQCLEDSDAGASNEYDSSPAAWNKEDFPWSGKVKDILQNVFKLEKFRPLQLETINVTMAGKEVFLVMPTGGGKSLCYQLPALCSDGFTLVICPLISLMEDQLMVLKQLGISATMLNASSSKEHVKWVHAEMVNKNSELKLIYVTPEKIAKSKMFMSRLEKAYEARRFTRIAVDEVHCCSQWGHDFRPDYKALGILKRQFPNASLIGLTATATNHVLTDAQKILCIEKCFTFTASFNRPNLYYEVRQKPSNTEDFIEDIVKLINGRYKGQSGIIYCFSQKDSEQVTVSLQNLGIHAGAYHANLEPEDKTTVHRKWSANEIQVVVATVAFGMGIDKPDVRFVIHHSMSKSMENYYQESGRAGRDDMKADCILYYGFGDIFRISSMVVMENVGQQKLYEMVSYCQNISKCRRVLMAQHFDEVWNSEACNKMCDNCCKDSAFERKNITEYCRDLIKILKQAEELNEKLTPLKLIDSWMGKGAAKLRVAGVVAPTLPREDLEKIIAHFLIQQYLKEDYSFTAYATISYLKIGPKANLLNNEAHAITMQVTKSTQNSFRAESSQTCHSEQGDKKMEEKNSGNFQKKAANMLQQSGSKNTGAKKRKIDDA
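RECQ1T1 50 nM; forked duplex (20 bp + 30-nt ss tails) 200 nM, ATP 2 mM final; pH 8.0, 2 mM MgCl2, 2.5 ug/ml poly(dI-dC); 15 min compound preincubation; discontinuous kinetic read over 2 h at RT.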
SMN2 splice up – qHTS Assay for Enhancers of SMN2 Splice Variant Expression; HEK293 SMN2-luciferase splicing reporter, luminescence, 30-36 h; Potency, µM (series often up to 46.1 µM), without a hit: at the highest dose activity change, positive = activation, most hits filed as activators; 210,000 tested, 2.8% active; AID 1458, 2008; also: % of control where 0% means no effect; nearly all actives have a fitted effect of over 55% in size
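qHTS luciferase splicing reporter: luminescence rises when SMN2 exon 7 is included in transfected HEK293 cells. Compound exposure lasted 30-36 h at 37C, with 4.5 mM final sodium butyrate as control, followed by a ONE-Glo read.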
TexasRed fluor – Total Fluorescence Counterscreen for Inhibitors of the Interaction of Thyroid Hormone Receptor and Steroid Receptor Coregulator 2; TRb/SRC2 Texas Red total fluorescence interference; Potency, µM (highest dose often 106 µM), for the others: top-dose fluorescence change, negative = quenching; 280,000 tested, 0.29% active; AID 1479, 2009; active = well fitted curve in either direction with a large enough effect; inconclusive = small, poorly fitted or top-dose-only effect; also: % is scaled to controls: 0 for no effect and ±100 for the full control effect
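Flags fluorescent or light-absorbing compounds by total fluorescence, S + 2P, at 555 nm excitation and 632 nm emission. Mixture: 20 nM Texas Red SRC2 peptide, 0.6 uM human TRb LBD, 1 uM T3, 5% DMSO; compound exposure 5 h at ambient temperature.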
Lamin A splicing – qHTS Assay for Modulators of Lamin A Splicing. HeLa LMNA splicing GFP/RFP minigene ratio, 48 h. Potency, µM (series often up to 46.1 µM), for inactives: at the highest dose ratio change, negative = inhibition, usual class: inhibitors. 200,000 tested, 0.01% active; active = well fitted inhibition curve with a large enough effect in the signal ratio, with a control signal flat, not every such curve was filed as active; inconclusive = small, poorly fitted or top-dose-only effect, or effect the other way, or a change in a side signal; the % refers to the signal ratio; also: % is scaled to controls: 0 for no effect and ±100 for the full control effect
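Read-out is the ratio of GFP to DsRed2 object intensity, acquired by 488 nm laser-scanning cytometry on HeLa lamin A-EGFP minigene reporter cells. Compound incubation 48 hrs at 37 °C in Opti-MEM with 2% FBS; DMSO 0.5% final.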
JMJD2E inh – qHTS Assay for Inhibitors of Human Jumonji Domain Containing 2E (JMJD2E). Lysine-specific demethylase 4E (Homo sapiens), B2RXH2. JMJD2E catalytic domain, FDH-coupled NADH fluorescence (FDH is formaldehyde dehydrogenase). Potency, µM (titrated, usually from 57.1 µM), inactives show at the top dose activity change, negative = inhibition, most hits filed as inhibitors. 230,000 tested, 1.6% active. AID 2147, 2009; active = well fitted inhibition curve with a large enough effect, not every such curve was filed as active; inconclusive = small, poorly fitted or top-dose-only effect, or another doubt; inactive = no such curve, though single readings can be large or run the other way;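 also: 0% = wells with enzyme and -100% = buffer wells without enzyme; nearly all actives have a fitted effect of over 50% in size; many of its hits are not listed in these tables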
ALDH1A1 block – qHTS Assay for Inhibitors of Aldehyde Dehydrogenase 1 (ALDH1A1); 220,000 tested, 7.3% active; Purified ALDH1A1, NADH fluorescence, propionaldehyde substrate; Aldehyde dehydrogenase 1A1 (Homo sapiens), P00352; Potency, µM (series often up to 75.3 µM), inactives show at the top dose activity, negative = inhibition, usual class: inhibitors; active = well fitted inhibition curve with a large enough effect, not every such curve was filed as active; inconclusive = small, poorly fitted or top-dose-only effect, or another doubt; inactive = no such curve, though single readings can be large or run the other way;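 also: plate controls were no enzyme wells and a reference inhibitor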
TRb SRC2 PPI – qHTS for Inhibitors of the Interaction of Thyroid Hormone Receptor and Steroid Receptor Coregulator 2; Thyroid hormone receptor beta (Homo sapiens), P10828; TRbeta-SRC2 peptide binding, fluorescence polarization; receptor liganded with 1 µM T3; Potency, µM (series often up to 106 µM), for the others: at the top dose activity change, negative = inhibition, hits mostly inhibitors; 280,000 tested, 0.065% active; AID 1469, 2008;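 also: plate controls were bound peptide for no effect and peptide without receptor for full effect; nearly all actives have a fitted effect of over 50% in size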
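Assay buffer: 20 mM Tris-HCl, 100 mM NaCl, 10% glycerol, 1 mM EDTA, 0.01% NP-40, 1 mM DTT, 1 uM T3, 5% DMSO; TRb LBD 0.6 uM, Texas Red SRC2 20 nM; FP after 5 hr.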
Starred values were filed as active, the others as inactive; i = inactive; ? = inconclusive; . = not tested or not shown; & = joins results of further samples; [ ] = remark or other dose. Unless noted, calls follow the shape of the dose curve; as a rule, active = well fitted curve in the direction sought with a large enough effect; inconclusive = small, poorly fitted or top-dose-only effect, or another doubt; inactive = no such curve, though single readings can be large; an effect the other way counts as inactive or inconclusive. Potency is read from the fitted curve at half-maximal effect. The list is partial; the hit share may differ from the screen's.

SMILES	RGS12 GoLoco inh	RECQ1 inh	SMN2 splice up	TexasRed fluor	Lamin A splicing	JMJD2E inh	ALDH1A1 block	TRb SRC2 PPI
O=C(O)c1ccccc1C(=O)N(Cc1ccccc1)Cc1ccccc1	6%	-7%	7%	-4%	-6%	3%	4%	-3%
CCOC(=O)CCn1nc(-c2ccc(C)cc2)c2ccccc2c1=O	17%	i	-9%&-22%	-6%&3%	32%[46 µM]	-10%	?	-2%&2%
CC(=O)Nc1ccc(S(=O)(=O)N2CCN(S(=O)(=O)N3CCCCC3)CC2)cc1	5%	i	.	0%	.	15%	10%	-4%
CCOC(=O)c1c(C(F)(F)C(F)(F)C(F)(F)C(F)(F)F)n[nH]c1C	10%	-9%	0%	-4%	19%	?	-3%	10%
CC(C)OCCCNC(=O)c1cccc(NC(=O)c2ccccc2)c1	12%	i	-3%	-2%	9%	2%	1%	-7%
CN1CCN(C(=O)C2=C[C@H](c3ccccc3)C[C@H](OCc3ccc(CO)cc3)O2)CC1	3%	-5%	.	1%	.	-10%	0%	0%
Cc1cc(-c2n[nH]c(=S)n2/N=C/c2ccc(Br)s2)n[nH]1	-23%	?	-13%	-3%	10%	-5%	-15%	10%
O=c1c(-c2ccc(O)cc2)coc2c(C3OC(CO)C(O)C(O)C3O)c(O)ccc12 (configuration not stated)	4%	i	-1%	0%	.	?	?	6%
CCOc1ccc(NC(=O)CSc2nnc(CNC(=O)c3ccco3)o2)cc1	-3%	-1%	8%	-1%	.	-6%	1%	-2%
COc1ccccc1NC(=O)CSc1nc(O)cc(=O)n1-c1ccccc1OC	39%[activator]	-4%	-5%	-6%	1%	?	?	-5%
COc1ccc2ccccc2c1/C=N/O	7%	i	-8%	-9%	4%	?	-3%	-1%
CCC(=O)c1ccccc1OCCCn1cncn1	10%	5%	0%	-2%	-10%	-12%	4%	-1%
CCOc1c(C)cc(-c2ncccc2O)cc1C	-3%&-2%	-5%&-11%	1%&-29%	-1%&-2%	0%&-8%	?	?	-13%&-17%
COCCCn1c(SCC(=O)N2CCc3ccccc32)nnc1-c1ccco1	5%	i	-18%	0%	-1%	-3%	?	-10%
CN(C)C(=O)NC1CCCCCCCCCCC1	6%	-16%	-18%	2%	0%	8%	10%	-7%
CSc1nc(NC(C)(C)C)nc(Oc2ccc(=O)[nH]n2)n1	3%	-11%	-15%	-5%	7%	5%	-5%	6%
CCCCN1CCCC[C@H]1C(=O)Nc1c(C)cccc1C	-8%	0%[25.9 µM]	-9%[20.6 µM]	-1%	-22%&-14%	3%[25.5 µM]	5%	3%
CCOc1c(CNCc2ccc(C(=O)O)cc2)cccc1OC	-5%	15%	1%	0%	.	-5%	5%	-4%
Cc1cccc(NC(=O)c2cnc3sccn3c2=O)c1C	-9%	i	5.6µM*	4%	-7%	5%	2%	2%
O=C(CSc1ccccn1)Nc1nc2ccccc2s1	5%	-9%	19%	3%	-7%	8%	-7%	-6%
COC(=O)c1c(NC(=O)CSc2nc3ccccc3c(=O)n2Cc2ccco2)sc(C)c1C	27%	-2%	-8%	2%	-4%	1%	2%	9%
Cc1nc2c(o1)CCc1ccccc1C2O (configuration not stated)	1%	-18%	-5%	0%	9%	-6%	0%	0%
CCOc1ccccc1NC(=S)NCc1cccn1C	154%[activator]	-9%	-6%	1%	12%[46 µM]	-6%	-3%	6%
CCN(CC)c1ccc(-n2c(C)c(C(C)=O)c(C(C)=O)c2C)cc1	-11%	-1%	-34%[inhibitor]	0%	?	2%	?	1%
COc1cc(NC(=O)[C@@H](NC(=O)c2ccco2)C(C)C)c(OC)cc1NC(=O)c1ccccc1	12%	-3%	-6%	0%	14%[9.22 µM]	?	0%	1%
O=C1c2cnc3ncnn3c2CC2c3ccccc3CCN12 (configuration not stated)	7%	-2%	?	0%	?	?	?	-3%
CCOC(=O)C1=C(Cn2cnc3ccccc32)NC(=O)NC1c1ccc(OC)cc1 (configuration not stated)	16%	-5%	-2%	0%	1%	12%	1%	5%
CN(NC1OC(=O)c2ccccc21)c1c([N+](=O)[O-])cc(C(F)(F)F)cc1[N+](=O)[O-] (configuration not stated)	4%	-4%	.	-3%	.	1%	.	7%
CCCC[C@@H]1CNC(=S)N1CCCc1cc(OC)c(OC)c(OC)c1	-2%	-16%	.	-1%	.	8%	14%	-15%
COc1ccc(N/N=C(\C#N)C(=N)SCc2ccccc2)cc1	8%	-9%	-5%	-4%	?	3%	?	0%
C=CCOc1c(Br)cc(CNc2ccc(NC(=O)C(C)C)c(OC)c2)cc1OC	14%	2%	-13%	0%	-4%[0.0737 µM]	-5%	?	3%
CCCn1c(SCC(=O)NCCc2ccccc2)nnc1C(C)C	7%	i	.	2%	.	8%	.	1%
COc1ccccc1NS(=O)(=O)c1cc(NC(=O)Nc2ccc(Cl)cc2Cl)ccc1N1CCCCC1	10%	-13%	-26%	-1%	?	-25%	?	0%
COc1ccc(N/N=C(/C#N)S(=O)(=O)C(C)(C)C)cc1	-3%	-6%	29%	-2%	.	-4%	-2%	15%
Cc1cccc(OCCSc2nncn2C)c1	2%	0%	.	-2%	.	0%	6%	-11%
O=C(Oc1ccc(N(Cc2cccs2)C2=NS(=O)(=O)c3ccccc32)cc1)c1ccccc1	-4%	-7%	-24%	-2%	3%	5%	?	-13%
O=C(CCN1C(=O)/C(=C/c2ccc3c(c2)OCO3)SC1=S)Nc1ccccc1	2%	6%	-2%	2%	-11%	18%	8%	0%
CCOc1ccc(Cl)cc1CSc1n[nH]c(CC)n1	10%	i	4%	-5%	12%	3%	-15%	0%
O=C(CSc1ccccn1)Nc1nc2c(ccc3ccccc32)s1	8%	-13%	-4%	-4%	?	4%	1%	0%
N=c1sccn1CC(=O)Nc1ccc(S(=O)(=O)N2CCOCC2)cc1	.	-6%	.	0%	1%	1%	?	3%
CCCCCCOC(=O)Sc1nc2ccccc2o1	-5%	i	4%	1%	9%	-9%	?	-9%
N[C@@H](Cn1ccc(=O)n(Cc2ccccc2C(=O)O)c1=O)C(=O)O	-5%	i	.	-4%	.	4%	-4%	-4%
C=CCn1c(O)c(N=Nc2nc3ccccc3c(=O)n2-c2ccccc2)c2ccccc21	-6%	-3%	-11%	0%	-13%	0%	-9%	-3%
COc1cc(/C=C2/C(=O)NN(c3cccc(C)c3)C2=O)ccc1OC(=O)c1ccco1	-33%	-2%	6%	2%	?	-6%	3.2µM*	15%
Cc1ccc(Cl)cc1NC(=O)COC(=O)c1ccc(N2CCCC2)c([N+](=O)[O-])c1	6%	-10%	12%	-5%	2%	2%	9%	1%
CNC(=O)c1c(Cl)cnn1-c1ccc(F)cc1	-7%	i	.	0%	.	0%	4%	-8%
CCCCC[n+]1ccn(C2=C([O-])c3ccccc3C(=O)/C2=N\S(=O)(=O)c2ccc(Cl)cc2)c1	31%[activator]	-1%	.	1%	.	5%	.	-1%
CCOC(=O)N=Nc1c(O)n(C)c2ccccc12	22%	-4%	2%	-1%	-10%	6%	?	8%
O=C(C1=C(O)C(=O)N(c2ncccn2)C1c1cccc(Cl)c1)c1ccco1 (configuration not stated)	48%[activator]	i	-2%	3%	17%	?	18µM*	-12%
COc1ccc(CCNC(=O)COC(=O)C23CC4CC(CC(C4)C2)C3)cc1	-8%	-3%	-18%	2%	-5%	-1%	22µM*	0%
Nc1ccn(Cc2ccc(F)cc2)n1	5%	3%	-1%	-1%	0%[46 µM]	5%	8%	3%
COC(=O)[C@@]1(Cc2ccccc2)[C@H]2c3cc(C(=O)N4CCCC4)n(Cc4ccc(C)o4)c3C[C@H]2CN1C(=O)c1ccccc1	-20%	-28%	-19%	-1%	.	-12%	0%	-1%
CCOC(=O)CC1C(=O)NCCN1C(=O)c1cc2c(=O)n3ccccc3nc2s1 (configuration not stated)	-8%	11%	-23%	-12%	-6%	?	?	-5%
COc1ccc(S(=O)(=O)Cc2ccc(C(=O)N3CCN(Cc4ccccc4)CC3)o2)cc1	-11%	i	-9%	-8%	-18%	-9%	13µM*	-10%
O=C(CCC(=O)N1CCN(S(=O)(=O)c2ccccc2)CC1)NC1CCCc2ccccc21 (configuration not stated)	5%	-7%	-6%	-6%	-3%	13%	-7%	-6%
O=C(NCc1nnc2n1CCCCC2)c1ccc(Cl)cc1Cl	2%	-2%	25%	-2%	15%	6%	8%	-17%
Cc1c2cn[nH]c(=O)c2c(C)n1Cc1ccc(F)cc1	18%	-1%	-22%	3%	?	?	-11%	6%
Cn1c(=O)n(C)c2cc(S(=O)(=O)NCCOCCO)ccc21	5%	i	-14%	0%	19%	9%	-4%	-6%
O=C(CCn1c(SCC(=O)NCc2ccco2)nc2ccccc2c1=O)NCCc1ccccc1	-7%	-13%	-11%	1%	?	-4%	-10%	-6%
O=C1/C(=C/c2ccccn2)SC(=S)N1NS(=O)(=O)c1ccccc1	0%	-13%	-39%[inhibitor]	-3%	.	4%	-12%	-1%
CCCCC[C@H](O)/C=C/[C@H]1C(=O)C=C[C@@H]1C/C=C\CCCC(=O)O	2%&3%	13%&-1%	-14%&9%	-1%&-2%	.	5%	2%&7%	2%&8%
Cc1cc(C)n(-c2ccc(C(=O)OCC(=O)Nc3ccccc3[N+](=O)[O-])cc2)n1	7%	0%	15%	-3%	-7%	7%	1%	-3%
O=C(Nc1nnc(-c2ccccn2)o1)c1cccc(Cl)c1	2%	-7%	-16%	-2%	.	?	3%	-2%
